Screens deposited in PubChem BioAssay by Broad Institute.
Statin myotox sup: protects C2C12 myotubes from simvastatin toxicity; 330,000 tested, 0.78% active; ATP luminescence, 48 h; scaled: DMSO 0, geranylgeraniol control 100; AID 602340; rescue of ATP level, % at 7.49 µM;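 active = mean ATP rescue above about 67%, or every replicate alone reaching that limit, limit read from the data, passing the limit was not always enough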;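 note: myotubes were challenged with 10 µM simvastatin during compound exposure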
PGC1a acetyl inh: lowers PGC1a acetylation signal in U2OS cells | AlphaScreen anti-acetyl-lysine; with virally co-expressed GCN5 acetyltransferase | inhibition, % at 15.6 µM | 350,000 tested, 0.17% active;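 active = every replicate shows inhibition of at least 40%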;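 note: 0% = neutral control wells and 100% = positive control wells; some results beyond the cut were filed as inactive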
XiGFP reactiv: activators of X-chromosome reactivation in mouse fibroblasts | XiGFP mouse fibroblasts, % GFP-positive cells imaging, 3 d; cells co-treated with 5-aza-dC sensitizer; scaled so ellipticine positive control = 100% | activation, % at 7.58 µM | 360,000 tested, 0.055% active;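 active = mean normalized replicate activation at least 10% and every replicate at or above 10%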;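 note: 0% = median of on-plate neutral control wells and 100% = ellipticine 6 µM median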
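System: 68-5-11 XiGFP fibroblast line; Timing: 3 days compound exposure; Compound dosing: one concentration, pinned; Benchmarks: positive control ellipticine, 6 µM final; Buffer or medium: DMEM containing 5-aza-dC.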
Cneo AK release: Cryptococcus neoformans lysis via adenylate kinase release | C. neoformans lysis, adenylate kinase release luminescence, 4 h; normalised: neutral wells 0, clomiphene wells 100 | lysis activity, % at 15 µM | 360,000 tested, 0.2% active | AID 651654;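 active = mean lysis activity across replicates of at least 80%, whatever share of replicates individually reach that level; inactive = mean lysis activity below 80%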
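Schedule: static 4 h at 37 °C with compound, 1 h detection; system: C. neoformans cells; benchmarks: Clomiphene as positive control; buffer or medium: fresh YPD medium; measure: luminescence rise reflecting yeast cell lysis; measured by: luminescent adenylate kinase detection reagent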
LGR2 inh: inhibitors of bursicon-induced Drosophila LGR2 receptor cAMP signaling | HEK293 LGR2, CRE-luciferase, bursicon-stimulated, 4 h | inhibition, % at 9.99 µM | 380,000 tested, 0.35% active | AID 720647;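 active = drop in luminescence signal, shown as inhibition above about 50% in the replicate tests, limit read from the data, passing the limit was not always enough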;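 note: agonist challenge used bursicon conditioned medium at about half maximal strength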
SIRT5 block: inhibitors of human sirtuin-5 desuccinylase | Q9NXA8 | Purified SirT5, succinyl-peptide AMC, trypsin-coupled fluorescence | inhibition, % at 15 µM | 330,000 tested, 1.1% active | AID 652115; in the data active = inhibition above about 15%
ERAP1 HTS inh: ERAP1 (human) enzyme inhibition. recombinant ERAP1, Leu-AMC fluorescence, 60 min. inhibition, % at 10.7 µM. 340,000 tested, 0.15% active. AID 652197;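 active = mean replicate inhibition of at least 30%, or all replicates individually reaching that 30% level; inactive = mean below 30% and not every replicate reaching it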;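 note: 0% = neutral control wells and 100% = L-leucinethiol positive control wells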
Target sequence (Q9NZ08 whole entry, looked up): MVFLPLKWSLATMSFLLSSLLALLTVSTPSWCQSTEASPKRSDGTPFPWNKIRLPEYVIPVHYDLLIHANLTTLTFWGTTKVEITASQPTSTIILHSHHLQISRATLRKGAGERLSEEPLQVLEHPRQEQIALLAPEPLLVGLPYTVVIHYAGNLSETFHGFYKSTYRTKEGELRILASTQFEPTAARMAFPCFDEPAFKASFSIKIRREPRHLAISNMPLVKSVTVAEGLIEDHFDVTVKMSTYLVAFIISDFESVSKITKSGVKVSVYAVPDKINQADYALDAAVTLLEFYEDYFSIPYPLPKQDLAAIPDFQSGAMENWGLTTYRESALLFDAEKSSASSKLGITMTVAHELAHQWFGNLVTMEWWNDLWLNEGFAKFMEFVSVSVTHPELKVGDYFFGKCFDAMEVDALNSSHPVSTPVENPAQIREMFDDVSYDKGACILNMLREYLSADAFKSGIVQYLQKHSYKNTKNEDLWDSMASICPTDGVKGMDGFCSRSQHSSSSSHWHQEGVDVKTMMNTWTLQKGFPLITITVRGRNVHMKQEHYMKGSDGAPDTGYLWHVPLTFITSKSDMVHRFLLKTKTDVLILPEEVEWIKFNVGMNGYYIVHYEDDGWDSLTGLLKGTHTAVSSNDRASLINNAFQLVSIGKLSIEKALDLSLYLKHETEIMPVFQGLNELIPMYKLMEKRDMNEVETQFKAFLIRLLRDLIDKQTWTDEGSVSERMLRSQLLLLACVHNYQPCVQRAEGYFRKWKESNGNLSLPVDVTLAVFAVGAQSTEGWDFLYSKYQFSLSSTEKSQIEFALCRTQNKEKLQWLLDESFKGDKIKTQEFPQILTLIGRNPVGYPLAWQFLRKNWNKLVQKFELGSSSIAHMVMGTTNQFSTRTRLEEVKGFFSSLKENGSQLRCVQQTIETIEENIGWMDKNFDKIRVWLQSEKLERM
S100A4 inh HTS: blocks human S100A4 binding to myosin IIA peptide; AID 652163; P26447; S100A4/TAMRA-MyoIIA peptide fluorescence polarization; inhibition, % at 10.7 µM; 360,000 tested, 0.14% active;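 active = mean inhibition of at least 70% across replicates, with every replicate also reaching that level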
Target sequence (P26447 whole entry, looked up): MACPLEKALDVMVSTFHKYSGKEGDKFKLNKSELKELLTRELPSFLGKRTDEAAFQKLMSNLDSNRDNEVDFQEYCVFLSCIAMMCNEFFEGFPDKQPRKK
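Test system – S100A4 monomer (human) · Compound – single-point compound testing · Schedule – 5 min incubation before reading · Probe or stimulus – TAMRA-labelled myosin IIA heavy-chain peptide probe, 5 nM · Benchmarks – neutral control DMSO, positive control TFP · Medium – Calcium-containing HEPES buffer, pH 7.2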
* = called active by the depositor; / = not tested or not shown; & = joins results of further samples. These rows are one share of the data; the hit share may differ from the screen's.

structure	ERAP1 HTS inh	Cneo AK release	XiGFP reactiv	Statin myotox sup	PGC1a acetyl inh	LGR2 inh	SIRT5 block	S100A4 inh HTS
CCN(C[C@H]1N[C@@](CC)(C(=O)OC)[C@H]2C(=O)N(C)C(=O)[C@@H]12)S(=O)(=O)c1ccc(OC(F)(F)F)cc1	/	-4	0.0	5	/	-3	-1	1
Nc1nc(Nc2ccccc2)nc(NCCO)c1[N+](=O)[O-]	-2	4	0.0	11	-6	1	-1	-4
C[C@H](CO)N1C[C@H](C)[C@H](CN(C)C(=O)c2ccncc2)OCc2ccccc2-c2ccccc2C1=O	-7	1	-0.9	-8	-11	-4	1	-7
Cc1noc(C)c1NC(=O)N(C)C[C@@H]1Oc2ccc(NC(=O)CCCCCC(=O)Nc3ccccc3N)cc2CC(=O)N([C@H](C)CO)C[C@@H]1C	-1	2	-0.7	3	2	9	3	3
O=S(=O)(c1ccccc1)N1CCCCN2[C@H](C1)[C@H](c1ccc(C#Cc3ccccc3)cc1)[C@@H]2CO	/	6	0.3	/	-17	-14	/	/
COc1ccc(S(=O)(=O)Nc2ccc3c(c2)C(=O)N([C@@H](C)CO)C[C@@H](C)[C@@H](CN(C)C(=O)Nc2ccc(F)cc2)O3)cc1	0	-3	-1.1	16	-1	17	-1	1
O=C(C1CCCC1)N1CC2(C1)[C@@H](c1ccccc1)[C@H](CO)N2Cc1ccccc1F	-1	/	0.0	/	12	-11	-9	-8
C[C@H](CO)N1C[C@H](C)[C@@H](CN(C)Cc2ccccc2)Oc2ccc(NS(C)(=O)=O)cc2CC1=O	0	0	-0.5	-11	5	-15	1	8
CCOC(=O)Cc1csc(NC(=O)c2ccc(C)c(S(=O)(=O)N3CCOCC3)c2)n1	2	-3	0.3	-1	2	-13	-11	-10
CC(C)CC#Cc1cnc2c(c1)C(=O)N([C@@H](C)CO)C[C@H](C)[C@@H](CN(C)C(=O)C1CCCCC1)O2	0	1	4.3	26	9	-27	0	0
C=CCCCCCCCCc1nc(=S)[nH][nH]1	/	0	/	148*	-4	8	/	/
[N-]=[N+]=NC[C@H](Cc1ccccc1)N1CC[C@@H](NC(=O)OCc2ccccc2)CCC1=O	3	0	0.4	-2	-29	7	-4	-6
Cc1ccc(N2C(=O)N(CC(=O)Nc3ccc(C)c(C)c3[N+](=O)[O-])C(=O)C2C)cc1 (configuration not stated)	3	1	0.0	2	-9	-10	-2	1
CCCCC1(CO)C(=O)N(c2ccccc2)N(c2ccccc2)C1=O	/	-1	0.0	/	-3	5	2	3
COc1ccc(S(=O)(=O)N2CCC(O)(c3ccc(Cl)cc3)CC2)cc1OC	-1	/	-0.1	9	6	12	0	-3
CNC(=O)c1ccsc1NC(=O)C1CCCN1S(=O)(=O)c1cccs1 (configuration not stated)	1	-2	0.0	15	/	-12	-3	-11
N#CCc1c(C#N)c(N)nc(Nc2ccccc2)c1C#N	/	2	0.0	16	39	-4	17*	3
CCn1nnnc1-c1ccc(OC)c(S(=O)(=O)Nc2ccc(OC)cc2)c1	0	2	/	4	-8	14	-5	-2
COc1ccc2[nH]c(C)c(CCNC(=S)Nc3cccc(C)c3C)c2c1	3	1	0.5	/	0	1	2	-2
CCOC(=O)N1CCN(C(=O)Nc2ccc3oc(C)nc3c2)CC1	-1	-3	/	-4	4	4	-1	0
CC(C)Nc1nc(NCc2ccccc2)c2sccc2n1	0	-5	0.0	24	-3	/	-7	0
COc1cc(C2c3c(-c4ccccc4O)n[nH]c3C(=O)N2Cc2ccco2)cc(OC)c1OC (configuration not stated)	-1	-1	-0.1	17	0	0	-1	-11
C[C@@H]1CCCCO[C@H](CN(C)Cc2ccc3c(c2)OCO3)[C@H](C)CN([C@H](C)CO)C(=O)c2cc(NC(=O)C3CCCCC3)ccc2O1	-1	-1	0.2	-79	/	-4	4	3
Cc1ccc(N2CCN(S(=O)(=O)c3c(C)nc4scc(C)n4c3=O)CC2)c(C)c1	-3	36	0.0	13	8	-2	6	7
CC(=O)c1cc2c(cc1NC(=O)Cc1ccsc1)OCO2	0	1	0.0	-14	-3	10	-1	-2
CCOC(=O)C1CCN(C(=O)CCCn2c(=O)c3cccn3c3cccnc32)CC1	2	-1	0.0	12	-15	-26	-1	-10
O=C(COc1ccccc1[N+](=O)[O-])Nc1cccc(S(=O)(=O)NC2=NCCCCC2)c1	0	/	0.0	/	/	8	5	1
C[C@H](CO)N1C[C@H](C)[C@@H](CN(C)C(=O)Nc2ccc(C(F)(F)F)cc2)Oc2ccc(NC(=O)C3CCCCC3)cc2CC1=O	2	-6	0.1	-32	9	13	-1	7
Cc1nc2scc(C)n2c(=O)c1S(=O)(=O)Nc1ccc(OC(F)(F)F)cc1	3	2	0.0	4	-6	13	11	-3
CCCCC1(c2ccc(F)cc2)NC(=O)N(CC(=O)Nc2ccc(N3CCOCC3)cc2)C1=O (configuration not stated)	-3	1	0.2	6	-9	10	-1	0
CCn1c(C)cc(C=C2C(=O)c3ccccc3C2=O)c1C	-3	/	0.1	/	/	-4	-2	10
Cc1cc(OCC(=O)NNC(=O)c2cccc(F)c2)ccc1Cl	1	1	0.0	4	1	-10	-3	-1
Cc1ccc(OCC(=O)Nc2ccc3c(c2)OCCO3)cc1C	2	/	0.0	/	4	-44	/	-1
COc1ccc(N2CCN(C(=O)CCCn3c(=O)[nH]c4ccsc4c3=O)CC2)cc1	1	1	-0.2	1	4	-3	3	-1
CC(=O)Nc1ccc2c(c1)C(=O)N(C)[C@H]1CC[C@@H](CC(=O)NC3CCCCC3)O[C@H]1CO2	/	-2	0.3	4	-10	8	/	/
CNC[C@@H]1Oc2ncc(-c3cccc(F)c3)cc2C(=O)N([C@H](C)CO)C[C@@H]1C	1&1	4&3	0.4	-7&-10	-6&13	-1	1&7	6&-17
CCC(=O)N(C)C[C@H]1Oc2cc(-c3cccnc3)ccc2S(=O)(=O)N([C@@H](C)CO)C[C@H]1C	-1	7	-1.2	-1	8	-44	1	-47
COc1ccccc1S(=O)(=O)Nc1ccc2c(c1)OC[C@H](C)NC[C@@H](C)[C@H](OC)CN(C)C2=O	1	1	0.1	-7	7	17	-2	8
CC(=O)O/N=C(\N)Cc1ccc(-c2csnn2)cc1	2	/	0.0	/	/	/	-5	-2
CCCNC(=O)N(C)C[C@@H]1Oc2cc(-c3cncnc3)ccc2S(=O)(=O)N([C@@H](C)CO)C[C@@H]1C	5	55	-0.2	-1	6	-10	3	-7
CC(C)C(=O)Nc1ccnc(-c2cccnc2)n1	5	10	/	-1	-1	-21	2	-1
CC(C)NC(=O)Nc1ccc2c(c1)CC(=O)N([C@H](C)CO)C[C@H](C)[C@H](CN(C)CC1CCCCC1)O2	-1	-7	0.3	-9	/	22	8	-19
Cc1cc(C(=O)NNC(=O)NC(C)C)no1	-4	4	-0.1	1	/	-8	-5	0
CCCn1c(CN2CCN(C(C)=O)CC2)nc2cc(S(=O)(=O)N(C)C)ccc21	-1	0	0.2	-2	8	-2	-1	5
NS(=O)(=O)c1ccc(NC(=O)CSc2nc3c(c(=O)[nH]2)CCCC3)cc1	-7	2	0.0	17	13	-10	0	-1
Cc1ccc(S(=O)(=O)N(C)C[C@H]2Oc3cc(C#Cc4ccncc4)ccc3S(=O)(=O)N([C@H](C)CO)C[C@H]2C)cc1	1	-4	-0.5	-12	44*	-5	15	-25
C[C@@H]1ON(C)[C@H]2C[C@H]3c4cc(-c5ccc(F)cc5)ccc4CCN3C[C@@H]12	3	/	0.5	/	/	-4	-3	-6
CC(C)C#Cc1cnc2c(c1)C(=O)N([C@@H](C)CO)C[C@H](C)[C@H](CN(C)C(=O)Nc1ccccc1)O2	2	7	-0.3	14	-14	-16	0	0
CC1(C)CC(=O)C/C(=N/NC(=O)COc2ccc(Cl)cc2Cl)C1	1	/	0.3	-1	14	-4	-1	3
O=S(=O)(Nc1ccc(Cl)cn1)c1ccc(F)cc1	-1	3	0.0	7	20	7	1	-6
Clc1ccc(-c2ncc3ccccn23)c(Cl)c1	-3	/	-0.2	/	/	-24	-2	-2
CC(=O)Nc1ccc(OCc2cccc([N+](=O)[O-])c2)cc1	3	/	0.4	/	/	-24	-5	-3
O=C(NCCc1csc(-c2cccnc2)n1)c1cccc(Cl)c1	-5	/	-0.1	/	4	9	-1	-5
O=C(O)CCCCCN=Cc1c(O)c2ccccc2oc1=O	-1	/	0.0	/	6	-19	0	-3
COc1ccc(C(=O)NNC(=O)CCn2nnc(-c3ccc(Cl)cc3)n2)cc1OC	-6	/	0.0	/	-1	10	-3	4
COC(=O)CC(NS(=O)(=O)c1cccs1)c1ccc2c(c1)OCO2 (configuration not stated)	3	-2	-0.1	0	/	-3	2	1
CN(C)CC#Cc1ccc([C@H]2[C@H]3CN(C(=O)Nc4ccccc4F)CCCCN3[C@H]2CO)cc1	1	1	0.0	-7	0	-8	4	-8
O=C(NCc1csc(-c2cccs2)n1)C1CC1	/	/	1.2	/	/	-15	0	0
C[C@H]1CCCCO[C@@H](CN(C)S(=O)(=O)c2ccc(F)cc2)[C@@H](C)CN([C@@H](C)CO)C(=O)c2cc(N(C)C)ccc2O1	1	-4	0.2	9	-12	9	1	0
CN(C)CC(=O)N1[C@@H]2c3ccc(-c4cccnc4)c(=O)n3C[C@H]1[C@H](CO)[C@H]2C(=O)NC1CCCC1	-5	/	0.0	/	/	-1	-31	9

More compounds:
structure	ERAP1 HTS inh	Cneo AK release	XiGFP reactiv	Statin myotox sup	PGC1a acetyl inh	LGR2 inh	SIRT5 block	S100A4 inh HTS
COc1ccc(NC(=O)[C@@]2(CC(=O)O)CC(/C=C/c3ccccc3)=NO2)cc1	0	5	0.0	3	1	6	-2	1
COc1ccc(NC(=O)N2CC3(C2)CN(C(=O)C2CCC2)[C@@H](CO)c2c3c3ccc(OC)cc3n2C)cc1	/	/	0.3	/	-3	-10	0	-32
Nc1ncnc2c1ncn2C1OC(COP(=O)(O)O)C(O)C1O (configuration not stated)	-2	1	0.1	-1	-4	-4	-6	-6
OCCNc1ncnc2c1nnn2Cc1ccccc1Cl	0	0	0.0	2	-4	-12	/	1
C[C@@H](C(=O)N[C@@H](Cc1c[nH]c2ccccc12)C(=O)O)n1nnc2ccccc2c1=O	-4	2	0.0	/	9	-11	-4	-4
O=C(NCC(O)CO)[C@]1(Cc2ccccc2)N=C(c2ccc(OCCCO)cc2)O[C@@H]1c1ccccc1 (some centres not stated)	-1	0	/	/	/	/	0	9
C[C@H](CO)N1C[C@H](C)[C@@H](CN(C)Cc2ccccc2C(=O)O)OCc2cnnn2CCCC1=O	2&-7	-2	-0.1&0.1	-8&-17	-7&5	-2	-5&-1	0&8
CCOC(=O)C1CCN(c2ncnc3nc[nH]c23)CC1	0	-1	-0.1	3	-1	/	0	-3
C=CCNC(=O)c1c(CSc2ccc(Cl)cc2)noc1C(=O)NCCC	/	1	0.0	-9	-9	-1	/	/
